High-throughput results deposited in PubChem by National Center for Advancing Translational Sciences (NCATS).
CXXC DNA block – qHTS Fluorescence Polarization Assay for Inhibitors of MLL CXXC domain - DNA interaction. Potency, µM (titrated, usually from 115 µM), without a hit: at the top dose activity change, negative = inhibition, hits mostly inhibitors. AID 2662, 2010. MLL-CXXC / FITC-HOXA9 DNA fluorescence polarization. Histone-lysine N-methyltransferase 2A (Homo sapiens), Q03164. actives 0.037% (n = 290,000); active = well fitted inhibition curve with a large enough effect in the polarisation, with a control signal flat, not every such curve was filed as active; inconclusive = small, poorly fitted or top-dose-only effect, or effect the other way, or a change in a side signal; inactive = no such curve, though single readings can be large or run the other way; the % refers to the polarisation; note: potency is the fitted concentration of half-maximal effect
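Steps: dispense CXXC domain solution (7 uM) → pin compounds or unlabeled HOX-A9 DNA control → 5 min ambient → add FLSN-HOX-A9 solution (50 nM) → spin → 30 min ambient → fluorescence polarization. Tris pH 7.5/NaCl/DTT/BSA buffer.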
GALK inh – qHTS Assay for Inhibitors of Human Galactokinase (GALK); Potency, µM (titrated, usually from 57.5 µM), for the others: at the highest dose activity change, negative = inhibition, hits mostly inhibitors; actives 0.007% (n = 270,000); Purified GALK, Kinase-Glo residual ATP luminescence; note: potency is the fitted concentration of half-maximal effect; % is set by controls: 0 for no effect and ±100 for the full control effect
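Luminescence from leftover ATP (Ultra-Glo luciferase/luciferin) served as read-out after a 1 h room-temperature reaction of 5 nM GALK with 35 uM ATP and 100 uM galactose.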
AT treatment – qHTS Assay for Identifying a Potential Treatment of Ataxia-Telangiectasia; […] A-T fibroblasts, KAP-1 phosphorylation AlphaLISA; neocarzinostatin DNA damage 30 min before lysis; Potency, µM (top dose mostly 57.5 µM), for inactives: at the highest dose activation, most hits filed as activators; actives 0.19% (n = 320,000); AID 485349, 2010; note: potency is the fitted concentration of half-maximal effect; % of control where 0% means no effect; nearly all actives have a fitted effect of over 45% in size
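ATM-like activity read as KAP-1 phosphorylation via AlphaLISA donor/acceptor antibody pairs after lysis and 6 hr at 25C. Cells were ATM-null patient fibroblasts ([…], hTERT), dosed 60 min, then exposed to the DSB inducer NCS for 30 min.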
ASM inhibitor – Inhibitors of Secretory Acid Sphingomyelinase (S-ASM): qHTS; Sphingomyelin phosphodiesterase (Homo sapiens), P17405; placental ASM, HMU-PC fluorogenic substrate, 60 min; Potency, µM (top dose mostly 57.5 µM), inactives show at the top dose activity change, negative = inhibition, hits mostly inhibitors; actives 0.006% (n = 340,000); AID 504937, 2011; note: potency is the fitted concentration of half-maximal effect
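HMU-PC0 cleavage (9 uM final) by human placental ASM, 60 min at 37 °C following 10 min compound exposure at RT; stopped at pH 10, fluorescence Ex 386/Em 447 nm.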
FBPA coupling cs – qHTS Assay for Inhibitors of Fructose-1,6-bisphosphate Aldolase from Giardia Lamblia: Coupling assay counterscreen; AID 2472, 2010; coupling enzyme system counterscreen, AmpLite Red fluorescence; actives 0.67% (n = 290,000); activity change, negative = inhibition, % at 58.2 µM, hits read low; in the data active = activity change below about -30%; note: % is set by controls: 0 for no effect and ±100 for the full control effect
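Fluorescence at 525 nm excitation and 598 nm emission measured inhibition of the coupled detection system without aldolase. Compounds (at 57.5 uM final) were preincubated 10 min at room temperature with coupling enzyme reagent before a 20 min substrate/AmpLite Red step.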
Integrin act MD – qHTS for Activators of Integrin-Mediated Alleviation for Muscular Dystrophy; alpha7betagal myoblasts, beta-gal FDG fluorescence, 48 h; Potency, µM (series often up to 38.3 µM), without a hit: top-dose activation, hits mostly activators; actives 0.064% (n = 350,000);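 note: potency is the fitted concentration of half-maximal effect; 100% = response of the positive control SU9516; nearly all actives have a fitted effect of over 60% in size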
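alpha7betagal+/- myoblasts (passage 13, 250/well) treated 48 h at 37C with compounds at 1:260 dilution of DMSO stock. Lysed, then beta-galactosidase activity read as FDG fluorescence (ex 480/em 540) after 30 min, with pre-read for autofluorescence.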
TRPV1 agonist – HTS Assay for Compounds that Act as Agonists of the Vanilloid Receptor 1. Transient receptor potential cation channel subfamily V member 1 (Homo sapiens), Q8NER1. TRPV1-expressing cells, Fluo-8 calcium influx, agonist mode. activation, % at 8.33 µM. actives 0.19% (n = 320,000); in the data active = activation above about 80%; inconclusive = between about 30% and that limit; note: 0% is about no effect
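Fluo-8 calcium influx in TRPV1-expressing cells, kinetic read (ex 480/em 520 nm). Compound added and read 3 min for agonist activity, followed by capsaicin at EC20 final and 2 min further read for enhancement.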
KCNH2 3.1 inh – qHTS for Inhibitors of KCHN2 3.1: Mutant qHTS. Potassium voltage-gated channel subfamily H member 2, brain isoform KCNH2 3.1 (human). U2OS KCNH2 3.1, thallium flux FluxOr; hits give low values. activity change, % (tested at about 1.8 µM). actives 0.95% (n = 340,000). AID 720553, 2013;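 active = maximum activity change below -70%; inconclusive = maximum activity change from -70% to -50%; inactive = maximum activity change above -50%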;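 note: thallium influx rate constant from kinetic fluorescence after stimulation buffer; % is set by controls: 0 for no effect and ±100 for the full control effect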
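Normalized rate constant (relative to positive and negative DMSO controls) derived from a 2 min kinetic fluorescence read after stimulation; U2OS cells expressing the 3.1 isoform via virus at 1.77 x 10^8 /mL.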
hERG WT inh – qHTS for Inhibitors of KCHN2 3.1: Wildtype qHTS; Voltage-gated inwardly rectifying potassium channel KCNH2 (Homo sapiens), Q12809; U2OS, BacMam KCNH2, thallium flux FluxOr; hits give low values; activity change, % at 1.84 µM; actives 0.37% (n = 340,000); AID 720551, 2013;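 active = maximum activity change below -70%; inconclusive = maximum activity change between -70% and -50%; inactive = maximum activity change above -50%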; note: % is set by controls: 0 for no effect and ±100 for the full control effect
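U2OS cells were transduced with wild-type KCNH2 virus (2.03 x 10^8 / mL) for 4 h at room temperature, then cultured overnight at 37 C. Thallium flux was read with FluxOr dye. Rate constants were normalized to DMSO controls.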
MBNL1-CUG inh – qHTS Assay for Inhibitors of MBNL1-poly(CUG) RNA binding | AID 2675, 2010 | Potency, µM (doses to about 57.5 µM), without a hit: at the highest dose activity change, negative = inhibition, hits mostly inhibitors | Muscleblind-like protein 1 (Homo sapiens), Q9NR56 | TR-FRET MBNL1-His/biotin-(CUG)12 binding, 665/545 ratio | actives 0.036% (n = 280,000); active = well fitted inhibition curve with a large enough effect in the signal ratio, with a control signal flat, not every such curve was filed as active; inconclusive = small, poorly fitted or top-dose-only effect, or effect the other way, or a change in a side signal; inactive = no such curve, though single readings can be large or run the other way; the % refers to the signal ratio; note: potency is the fitted concentration of half-maximal effect; % is set by controls: 0 for no effect and ±100 for the full control effect
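Compound titration spanned 92 nM–58 uM against the MBNL1-His/biotin-(CUG)12 complex. After 60 min at room temperature with 5 nM streptavidin-XL665 and 0.055 ng/ul terbium anti-His, ratiometric 665/545 nm emission (Ex 340 nm) normalized to controls.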
* = called active by the depositor; ? = inconclusive; . = no result given; [ ] = another dose, or the depositor's remark. Unless noted, calls come from the whole dose curve; as a rule, active = well fitted curve in the direction sought with a large enough effect; inconclusive = small, poorly fitted or top-dose-only effect, or another doubt; inactive = no such curve, though single readings can be large; an effect the other way counts as inactive or inconclusive.

SMILES	CXXC DNA block	GALK inh	AT treatment	ASM inhibitor	FBPA coupling cs	Integrin act MD	TRPV1 agonist	KCNH2 3.1 inh	hERG WT inh	MBNL1-CUG inh
c1ccc(-c2nnc(CN3CCN(c4ccccc4)CC3)o2)cc1	2%	-2%	-1%	-1%	4	-18%	4	5	-1	-4%
Cc1ccc(C)c(-n2cc[nH]c2=S)c1	0%	1%	-3%	3%	0	11%	-2	22	8	-23%
Cc1ccc(-n2nc3c(c2NC(=O)c2cccs2)CSC3)cc1	7%	-4%	-2%	0%	4	-1%	3	-2	-5	-4%
N=c1n(CCCOc2ccc(Br)cc2)c2ccccc2n1CC(N)=O	5%	0%	-3%	-1%	1	-22%	.	3	16	.
C[C@H]1CN=C(N(C)C)N1CCC1CCCC1	.	.	10%	8%	.	-13%	-3	6	11	.
CCOc1ccc(C(O)c2nccn2C)cc1 (stereo not given)	3%	-2%	-1%	2%	3	18%	-1	7	-3	-15%
COc1ccccc1NC(=O)[C@@H]1CCCN1S(=O)(=O)c1ccc(Cl)cc1	.	.	4%	-9%	.	26%	.	13	30	.
O=C1CCCc2c1[nH]c1c(Br)cccc21	0%	8%	5%	-1%	1	3%	-1	.	4	20%
O=C(O)c1cnc2ccccc2n1	-4%	7%	4%	1%	0	16%	0	5	-12	?
COc1ccc(NC(=O)COc2ccc3c(C)cc(=O)oc3c2)cc1S(=O)(=O)N1CCCCC1	.	.	-1%	.	.	33%	1	8	-6	.
CCN1CCN(C(=O)C(C)Oc2ccc(S(=O)(=O)N3CCCC3)cc2C(N)=O)CC1 (stereo not given)	.	.	-5%	5%	.	3%	-1	-6	-15	.
Cc1ccc(C(CC(=O)c2ccco2)SCCO)cc1 (stereo not given)	1%	-1%	31%	1%	0	-42%	.	-1	-20	5%
Cc1cc(Br)ccc1NC(=O)c1sc2ncnc(N3CCN(c4ccccn4)CC3)c2c1C	-14%	8%	5%	-11%	0	23%	5	-110*	-106*	24%
CN(Cc1ccccc1)S(=O)(=O)c1ccc(Cl)c(C(=O)NCCc2ccccn2)c1	1%	13%	-5%	1%	0	-17%	1	4	-12	-5%
Cc1ccc(SCC(=O)OCC(=O)NCCNC(=O)COC(=O)CSc2ccc(C)c(C)c2)cc1C	.	.	5%	.	.	12%	6	-10	1	.
O=[N+]([O-])c1cc(C2Nc3cccc4cccc(c34)N2)ccc1Cl	-2%	1%	-3%	-13%	-7	-36%	1	1	-2	.
CCCCOc1ccc(C(=O)NCC(=O)OCC(=O)N2CCN(S(=O)(=O)c3ccc(C)cc3C)CC2)cc1	1%	0%	0%	-6%	8	-1%	-2	-22	-1	?
C=C(C)CSc1nc(N)c2c3c(sc2n1)CCC3	5%	1%	11%	14%	0	11%[7.66 µM]	-3	-14	-4	5%
O=C(Nc1ccccc1C(=O)N1CCCCC1)NC1CCCCC1	-1%	5%	-6%	4%	3	-34%[inhibitor]	-1	7	-12	-10%
CCCCCOc1ccc(C(=O)Nc2ccc(S(=O)(=O)Nc3cc(C)on3)cc2)cc1	2%	-4%	-1%	4%	1	0%	-3	-1	20	5%

Sorted by length of the SMILES (largest number first): some entries from above.
SMILES	CXXC DNA block	GALK inh	AT treatment	ASM inhibitor	FBPA coupling cs	Integrin act MD	TRPV1 agonist	KCNH2 3.1 inh	hERG WT inh	MBNL1-CUG inh
CCCCOc1ccc(C(=O)NCC(=O)OCC(=O)N2CCN(S(=O)(=O)c3ccc(C)cc3C)CC2)cc1	1%	0%	0%	-6%	8	-1%	-2	-22	-1	?
CCN1CCN(C(=O)C(C)Oc2ccc(S(=O)(=O)N3CCCC3)cc2C(N)=O)CC1 (stereo not given)	.	.	-5%	5%	.	3%	-1	-6	-15	.
O=[N+]([O-])c1cc(C2Nc3cccc4cccc(c34)N2)ccc1Cl	-2%	1%	-3%	-13%	-7	-36%	1	1	-2	.

More entries follow.
SMILES	CXXC DNA block	GALK inh	AT treatment	ASM inhibitor	FBPA coupling cs	Integrin act MD	TRPV1 agonist	KCNH2 3.1 inh	hERG WT inh	MBNL1-CUG inh
COc1ccc(N2C(C)=CS/C2=C(/C#N)c2nnc(N3CCOCC3)n2-c2ccccc2)cc1	0%	1%	3%	-1%	1	-38%	1	13	-5	8%
Fc1ccc(-c2csc(/C=C/c3ccc4c(c3)OCO4)n2)cc1	1%	1%	-1%	238%[activator]	3	7%	1	1	1	?
O=C(Nc1cccc(OC(F)(F)F)c1)c1ccc(Br)o1	-6%	1%	-3%	-4%	-20	21%[7.66 µM]	2	8	-6	-3%
COc1ccc2[nH]c3c(c2c1)CCN1C(=O)C(CC(=O)NCCCn2ccnc2)C[C@H](C(=O)N(C(C)C)C(C)C)[C@@]31C (stereo not given in full)	.	.	-34%	3%	.	0%	.	21	-23	.
OCC1(CCc2ccccc2)CCN(Cc2ccc(OC(F)F)cc2)CC1	1%	1%	13%	0%	0	-18%	-1	.	-183*	-7%
CC(=O)Nc1ccc(NC(=O)C(C)n2nc(C)c([N+](=O)[O-])c2C)cc1 (stereo not given)	-2%	3%	3%	-1%	1	10%	-4	-7	-4	-1%
CCOc1cc(N2CCOCC2)c(OCC)cc1NC(=O)c1ccc(OC(C)C)cc1	-6%	-2%	1%	1%	1	-5%	6	-4	20	-1%
COc1ccc(O)c(C(=O)C2c3ccccc3C(=O)N2c2ccc(C)cc2)c1 (stereo not given)	9%	.	-1%	1%	-17	10%	4	18	-3	15%
CCOc1ccc(NC(=O)COC(=O)c2cc(C)oc2C)cc1	.	.	1%	0%	.	-8%	.	10	1	.
O=C(Nc1ccc(Cl)cn1)c1cccnc1	-3%	-1%	-6%	3%	1	-9%	1	6	8	1%
CCOc1ncccc1C(=O)N1CCCSC1=Nc1ccccc1OC	-3%	1%	-1%	0%	5	-1%	6	-13	-3	-1%
COc1ccc(CC(=O)Oc2ccc(C)cc2C)cc1	13%	-2%	1%	-3%	1	25%	2	0	3	-3%
Cn1cc(Cl)c(C(=O)NNC(=S)Nc2cccc(Cl)c2)n1	7%	-1%	1%	-1%	-2	16%	3	-5	6	1%
FC(F)(F)c1cccc(Oc2nc(-c3ccccc3)nnc2C(F)(F)F)c1	-2%	3%	-2%	-9%	-4	1%	3	11	-4	-4%
CN1CCN(Cn2cc(/C=C/C(=O)c3ccccc3)c3ccccc32)CC1	21%	-1%	3%	96%[activator]	-5	-40%	13	13	3	14%
COc1cc(CNCCCN2CCOCC2)ccc1OCC(=O)NC(C)(C)C	-5%	0%	0%	3%	2	4%	2	19	0	-1%
Cc1cccc(CN2CCC(C(=O)Nc3ccc(-n4nc(C)cc4C)cc3)CC2)n1	-1%	-4%	10%	-2%	3	-4%	-2	9	5	-5%
O=C(Nc1ccc2c(c1)OCO2)Nc1ccc(Br)cn1	12%	0%	-2%	5%	-7	13%[7.66 µM]	4	-10	13	3%
O=S(=O)(c1cccc(COc2c(Cl)cccc2Cl)c1)N1CCOCC1	.	.	23%	-3%	.	36%	2	5	-26	.
CC1CN(C(=S)Nc2ccc(F)cc2F)CC(C)O1 (stereo not given)	0%	2%	12%	0%	1	11%	-3	0	-5	-3%
Cc1ccc([N+](=O)[O-])cc1NC(=O)C(C)NS(=O)(=O)c1ccc(F)cc1 (stereo not given)	-5%	1%	3%	4%	1	5%	-9	18	1	27%
